Bioassay records from PubChem BioAssay.
NCI-60 one-dose screen, 48 h, at 10 µM unless noted. Numbers give growth in % (100 = growth as untreated, 0 = no growth, -100 = all killed).
HS 578T – HS 578T breast cancer | hit rate 4.1% among 78,000 | AID 1794788
SK-MEL-2 – SK-MEL-2 melanoma; hit rate 4.7% among 77,000
LOX IMVI – LOX IMVI melanoma; hit rate 7.4% among 79,000; AID 1794757
SK-MEL-28 – SK-MEL-28 melanoma; hit rate 4.1% among 81,000; AID 1794761
SK-MEL-5 – SK-MEL-5 melanoma | hit rate 6.4% among 80,000
MDA-MB-435 – MDA-MB-435 melanoma; hit rate 7.8% among 82,000; AID 1794794
BT-549 – BT-549 breast cancer. hit rate 4.4% among 78,000
T-47D – T-47D breast cancer | AID 1794792 | hit rate 5% among 79,000
* marks the source's active call; other numbers are inactive results; . = not tested or not shown; & = joins results of further samples; ! = repeats disagree. How the source made its calls: active means growth percent below 10; inactive means the rest.

Start of the listing, in advance (6 entries):
#	SMILES	SK-MEL-5	SK-MEL-2	SK-MEL-28	LOX IMVI
1	COc1cc(-c2nn(-c3ccc(F)cc3)cc2C(=O)O)ccc1O	.	92.1	104.1	88.4
2	C[C@H](CCC(=O)O)[C@H]1CC[C@H]2[C@@H]3[C@H](O)C[C@@H]4C[C@H](O)CC[C@]4(C)[C@H]3C[C@H](O)[C@]12C	112.9	98.3	120.1	99.3
3	CCCCCCCCCCCCNC(=O)[C@H]1CSC(c2ccc(OC)c(F)c2)N1 (some centres undefined)	-98.1*	-93.7*	-92.6*	-89.6*
4	Cc1ccc(C)c(S(N)(=O)=O)c1	101.2	115.0	106.7	102.6
5	O=C(Nc1cccc(C(=O)O)c1)Nc1nc2ccccc2s1	100.0	110.4	102.9	96.1
6	CC1(C)NC2=C(C(Nc3cccnc3)N1)C(c1ccc([N+](=O)[O-])cc1)C(C(=O)c1ccc(N=[N+]=[N-])cc1)O2 (centres undefined)	102.0	106.7	103.2	.

#	T-47D	HS 578T	MDA-MB-435	BT-549
1	93.1	95.2	98.4	93.0
2	99.6	109.9	109.9	113.4
3	-68.9*	-49.6*	-92.0*	-84.3*
4	98.7	111.7	105.3	102.8
5	89.5	99.9	101.9	99.4
6	102.1	101.5	105.4	99.7

All compounds of this part (from the top)
#	SMILES	SK-MEL-5	SK-MEL-2	SK-MEL-28	LOX IMVI
1	COc1cc(-c2nn(-c3ccc(F)cc3)cc2C(=O)O)ccc1O	.	92.1	104.1	88.4
2	C[C@H](CCC(=O)O)[C@H]1CC[C@H]2[C@@H]3[C@H](O)C[C@@H]4C[C@H](O)CC[C@]4(C)[C@H]3C[C@H](O)[C@]12C	112.9	98.3	120.1	99.3
3	CCCCCCCCCCCCNC(=O)[C@H]1CSC(c2ccc(OC)c(F)c2)N1 (some centres undefined)	-98.1*	-93.7*	-92.6*	-89.6*
4	Cc1ccc(C)c(S(N)(=O)=O)c1	101.2	115.0	106.7	102.6
5	O=C(Nc1cccc(C(=O)O)c1)Nc1nc2ccccc2s1	100.0	110.4	102.9	96.1
6	CC1(C)NC2=C(C(Nc3cccnc3)N1)C(c1ccc([N+](=O)[O-])cc1)C(C(=O)c1ccc(N=[N+]=[N-])cc1)O2 (centres undefined)	102.0	106.7	103.2	.
7	COc1ccc(-c2csc(NC(=O)CN3CCN(c4cc5c(cc4F)c(=O)c(C(=O)O)cn5C4CC4)CC3)n2)cc1	-24.6*	-11.5*	39.4	-80.0*
8	CC(=O)C1=C(C)NC(NN)=NC1c1cccc([N+](=O)[O-])c1 (centres undefined)	101.7	108.6	103.6	107.3

#	T-47D	HS 578T	MDA-MB-435	BT-549
1	93.1	95.2	98.4	93.0
2	99.6	109.9	109.9	113.4
3	-68.9*	-49.6*	-92.0*	-84.3*
4	98.7	111.7	105.3	102.8
5	89.5	99.9	101.9	99.4
6	102.1	101.5	105.4	99.7
7	16.6	16.5	14.4	9.6*
8	106.9	115.3	105.1	91.0

Individual results from the list:
entry 6 @ T-47D = 102.1
entry 3 @ T-47D = -68.9*

(next part)
#	SMILES	SK-MEL-5	SK-MEL-2	SK-MEL-28	LOX IMVI
9	FC(F)(F)c1ccccc1I	111.9	98.4	116.2	85.7
10	CCOC(=O)CC1CSC(Cc2cccc(F)c2)=N1 (centres undefined)	98.4	103.4	108.6	105.7
11	O=C(Cn1c2c(c3ccccc31)CCCC2)Nc1ccc(-c2nc3ccccc3s2)cc1	93.6	98.6	103.5	79.9
12	COc1cc(C(=O)n2nc(N3CCOCC3)c3ccc(-n4cccc4)cc32)cc(OC)c1OC	60.9	80.8	61.6	54.6
13	O=C(Nc1cccc(Cl)c1)c1cc2ccccc2cc1O	-23.9*	7.7*!	42.0&35.7	11.0&25.3
14	CCCCCCN1COCC(COc2ccc(Cl)cc2)OC1 (centres undefined)	100.7	134.7	108.2	101.2
15	C[C@H]1[C@H](/C=C/c2ccccc2)[C@@H]1CCO	96.2	104.0	99.5	93.5
16	CCN(CC)CCSc1nc2ccccc2[nH]1	105.7	104.9	109.6	94.5

#	T-47D	HS 578T	MDA-MB-435	BT-549
9	100.9	97.4	111.4	96.2
10	101.8	120.5	109.9	115.8
11	80.1	112.3	103.5	114.7
12	22.6	81.6	71.6	59.4
13	2.0*!	21.8&17.5	13.9&28.8	0.9*
14	.	88.4	113.3	116.6
15	96.6	105.9	102.6	99.9
16	103.8	115.0	110.3	98.5

Going on with the list:
#	SMILES	SK-MEL-5	SK-MEL-2	SK-MEL-28	LOX IMVI
17	O=C([C@@H]1C[C@@H]1c1ccc(C(F)(F)F)cc1)N1CCN(C2CCOCC2)CC1	101.0	106.5	101.8	97.6
18	COc1cc2cc3cc4cc(OC)c(OC)cc4c(C)[n+]3cc2cc1OC (tested in a mixture with another compound)	82.4	69.5	116.2	84.4
19	Clc1nnc2ccc(Oc3ccccc3-c3ccccc3)nn12	91.3	99.2	111.0	106.4
20	N/C(=N\C(N)=N\c1nc2ccccc2s1)c1cccnc1	98.8	101.8	103.0	93.1
21	CCOC(=O)CC(=O)c1ccc(OC)cc1	103.3	105.7	105.1	107.4
22	COc1cc2cc(NCc3cc(Br)c(OCc4ccccn4)c(OC)c3)nc(C)c2cc1OC	60.5	68.1	78.7	71.5
23	Cc1nc(Cl)c(C)c(Cl)n1	110.5	82.5	104.3	97.6
24	N#C/C(=C\c1ccc(Cl)cc1)C(=O)Nc1ncc(Cc2ccc(Cl)c(Cl)c2)s1	98.3	84.5	102.8	32.6

#	T-47D	HS 578T	MDA-MB-435	BT-549
17	98.1	99.4	101.9	101.1
18	91.7	90.1	71.0	85.5
19	81.3	88.1	99.3	97.2
20	74.8	95.7	102.3	96.9
21	98.4	111.9	99.3	106.0
22	31.6	36.1	69.6	67.1
23	91.4	116.5	106.1	82.9
24	57.4	84.0	50.4	108.5

Later entries:
#	SMILES	SK-MEL-5	SK-MEL-2	SK-MEL-28	LOX IMVI
25	CCOC(=O)c1c(C)nc2c(c1N)CC(=O)N2Cc1cccc(OC)c1	95.7	94.9	122.2	95.8
26	COc1ccc(/C=N/NC(=O)Cc2csc3nc(-c4ccc(Cl)cc4)cn23)c(OC)c1	92.2	99.5	.	92.0
27	Oc1ccccc1/C=C1/CCc2cc3ccccc3[o+]c21	95.0	90.4	114.7	89.6
28	COC(=O)Cc1cc(O)cc2oc(-c3ccc(O)c(OC)c3)cc(=O)c12	93.2	94.5	103.4	101.9
29	O=C(C[n+]1ccc2ccccc2c1)c1ccc(O)c(O)c1	99.1	100.7	107.8	89.5
30	c1cc2[nH]ncc2cc1-c1nc2ccc3[nH]ncc3c2c2c1CCCC2	-56.1*	-48.7*	-0.4*	16.2
31	C=CCn1c(SCC(=O)Nc2ccc(C(=O)/C=C/c3ccc(Cl)cc3)cc2)nnc1-c1cc(-c2ccc(OC)cc2)nc2ccccc12	101.7	114.9	102.7	98.0
32	CCCCN(CCCC)CC(O)c1c(OC)ccc2ccccc12 (centres undefined)	82.4	97.6	99.0	65.5

#	T-47D	HS 578T	MDA-MB-435	BT-549
25	57.2	102.0	105.9	105.4
26	83.3	.	60.6	86.9
27	85.4	102.3	109.7	107.2
28	91.9	99.7	99.2	98.0
29	98.3	.	102.6	100.7
30	4.8*	6.0*	2.0*	12.0
31	102.1	96.4	104.4	96.5
32	90.7	94.0	92.3	101.9

(list continues)
#	SMILES	SK-MEL-5	SK-MEL-2	SK-MEL-28	LOX IMVI
33	COc1ccc2c(ccc3c(C(C)=O)cc(C(=O)c4ccc(Br)cc4)n32)c1	86.0	103.4	80.4	81.9
34	CCCOC(=O)CC1(O)CCCCC1	103.3	109.8	103.7	99.5
35	c1c2c(cc3c1CCCC3)CCCC2	103.2	113.4	110.1	96.2
36	CNC(=O)Nc1ccc(Nc2cc(-c3ccc(-n4cccn4)cc3)[nH]n2)c(C)c1	97.7	121.6	113.8	129.4
37	O=C(/C=C/c1ccco1)c1ccc(OCc2nnc(-c3ccc(Cl)cc3)o2)cc1	.	126.4	107.4	101.8
38	CC(C)N(CCOC(=O)c1cc(I)cc(-c2ccccc2)c1O)C(C)C	96.9	108.4	98.0	100.2
39	Cn1cnc([N+](=O)[O-])c1N=C(N)N	99.3	144.7	99.9	101.4
40	COc1ccc(C(O)c2cc3c(N)c(C(=O)Nc4cccc(Cl)c4C)sc3nc2C)cc1 (centres undefined)	-53.7*	17.0	57.7	22.0

#	T-47D	HS 578T	MDA-MB-435	BT-549
33	83.7	73.6	72.6	93.3
34	91.0	.	94.5	106.5
35	91.5	104.2	99.1	101.8
36	104.2	116.1	104.7	110.9
37	105.0	97.0	97.6	106.7
38	82.9	116.5	104.1	101.7
39	108.4	95.7	102.3	112.9
40	30.5	13.6	-29.5*	17.7

Additional entries.
#	SMILES	SK-MEL-5	SK-MEL-2	SK-MEL-28	LOX IMVI
41	O=C(CSc1cc[n+](CCCCCCF)c2ccccc12)n1ccc2ccccc21	96.8	109.1	103.8	98.2
42	COc1cnccc1-c1nc2ccc3[nH]ncc3c2c2c1CCC2	91.3	103.1	98.6	79.7
43	CC(C)c1ccc(C2=C/C(=C\c3ccc(Br)cc3)C(=O)N2CCc2ccc(S(N)(=O)=O)cc2)cc1	98.9	113.4	104.8	98.0
44	O=C(NC(=S)Nc1cccc(F)c1)c1cccc([N+](=O)[O-])c1	107.9	85.1	106.7	94.1
45	COc1cccc(/C=N/C(=S)NC2(C)C3CCC(C3)C2(C)C)c1O (centres undefined)	88.6	82.1	102.3	70.8
46	O=C(O)C(C1CCCCC1)C1(O)CCCC1 (centres undefined)	.	112.6	114.0	112.1
47	CCOC(=O)c1cc(-c2cc(C)ccc2C)nc2ccccc12	100.5	102.8	111.9	88.4
48	CC(O)C(NC(=O)OCc1ccccc1)C(=O)O (centres undefined)	106.9	.	112.1	98.7

#	T-47D	HS 578T	MDA-MB-435	BT-549
41	75.2	94.8	105.7	.
42	86.4	10.1	82.1	77.3
43	91.8	95.5	108.9	114.1
44	88.4	101.4	94.2	102.6
45	56.5	.	89.8	.
46	113.0	120.6	103.9	103.2
47	79.1	93.0	108.1	101.2
48	103.1	102.3	125.1	123.3

Next section
#	SMILES	SK-MEL-5	SK-MEL-2	SK-MEL-28	LOX IMVI
49	O=C(O)C1Oc2ccccc2C1c1ccccc1 (centres undefined)	110.4	109.2	108.4	92.7
50	Cc1ccc(CCCC(=O)O)cc1	119.7	109.9	115.9	103.6
51	C/C(Cl)=C\COC1=CC(=O)c2ccccc2C1=O	73.3	79.4	106.5	51.9
52	CCOC(=O)c1ncc(-c2ccc(C(F)(F)F)cc2)c(NCc2cc(C(F)(F)F)cc(C(F)(F)F)c2)n1	88.4	102.8	102.1	99.8
53	CCOc1cc(C#N)ccc1OC(C)=O	101.6	103.9	106.5	97.7
54	O=C(CCN1CC2CCC(CC2)C1)c1cccc2ccccc12	108.7	105.7	109.0	97.9
55	CC(=O)CC/C=C(\C)CCC=C(C)C	95.4	103.9	106.4	112.3
56	CCCCCCCCN(CC)CC	108.3	119.0	126.0	100.6

#	T-47D	HS 578T	MDA-MB-435	BT-549
49	105.6	104.9	106.4	106.1
50	107.2	103.8	114.5	110.2
51	67.2	105.8	80.4	107.1
52	91.6	84.4	93.7	88.5
53	100.5	98.8	112.9	113.3
54	98.5	.	109.9	102.0
55	117.5	103.2	106.3	103.9
56	109.4	115.9	.	.

Profiles, looked up by structure. Order of screens: SK-MEL-5	SK-MEL-2	SK-MEL-28	LOX IMVI	T-47D	HS 578T	MDA-MB-435	BT-549
CCCCCCCCN(CC)CC across the screens: 108.3	119.0	126.0	100.6	109.4	115.9	.	.
CCOc1cc(C#N)ccc1OC(C)=O across the screens: 101.6	103.9	106.5	97.7	100.5	98.8	112.9	113.3

Other records:
#	SMILES	SK-MEL-5	SK-MEL-2	SK-MEL-28	LOX IMVI
57	CN(C)c1ccc(NC(=S)Nc2ccc(N(C)C)cc2)cc1	101.7	99.5	105.3	99.1
58	CCOC(=O)c1ccc(OC)cc1	99.3	97.1	92.5	94.5
59	COc1cc(-c2nc(SCCC(C)C)nc(Nc3ccc(F)c(Cl)c3)c2C#N)cc(OC)c1OC	104.0	100.1	100.9	97.2
60	Cc1cc(C)c(/C=C(\C#N)c2nc3ccccc3s2)[nH]1	84.4	100.2	117.2	88.0

#	T-47D	HS 578T	MDA-MB-435	BT-549
57	95.1	111.3	105.6	105.5
58	95.8	104.1	110.6	120.1
59	58.2	84.0	98.5	88.0
60	47.4	94.1	100.3	94.3
